# SUMO HTRF inh: inhibitors of in vitro SUMOylation cascade, primary screen, biochemical, HTRF, uHTS. SUMO-conjugating enzyme UBC9 (Homo sapiens), P63279. HTRF SUMOylation assay, SAE1/SAE2 + UBC9. inhibition, % at 35 µM. 0.36% of 290,000 active. AID 2006, 2009; in the data active means inhibition above about 50%, passing the limit was not always enough; further: strong numbers were not always called active
# Target sequence (P63279 whole entry, looked up): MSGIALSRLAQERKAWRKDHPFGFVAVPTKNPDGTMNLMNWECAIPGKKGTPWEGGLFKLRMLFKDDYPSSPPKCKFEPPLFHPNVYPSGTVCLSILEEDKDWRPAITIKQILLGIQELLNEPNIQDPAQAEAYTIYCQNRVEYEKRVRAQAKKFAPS
# IDE cell inh: human IDE inhibitors in live cells, primary screen, fluorescence polarization, HEK cells, FAbetaB substrate; FAbetaB cleavage; 0.41% of 320,000 active; Insulin-degrading enzyme (Homo sapiens), P14735; inhibition, % at 5.59 µM;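 active means percent inhibition above the average of all tested compounds plus 3 SD, set per screening campaign, cut at about 16% in these data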;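 further: IDE supplied by intact live HEK cells; FP after avidin binding of uncleaved biotin substrate so inhibition keeps polarization high; 0% = DMSO wells and 100% = 60 µM reference IDE inhibitor Ii1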
# pCIP destab: p/CIP-EGFP fusion destabilizers, primary screen, fluorescence, F442A cells; decrease of EGFP signal, % at 10 µM; 16 h; 0.01% of 290,000 active; Q05BA5; AID 1984, 2009;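 active means EGFP signal decrease of at least 30% at 10 µM or well 3 SD below plate mean, unless failing retest; inactive means the rest, including hits failing retest or dose response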; further: some compounds called inactive have numbers as strong as hits; many of its hits are not listed in these tables
# CRFR2-BP antag: antagonists of CRF-BP/CRF-R2 complex, primary screen, cell-based, HEK293, calcium dye fluorescence, uHTS; CRF-induced calcium fluorescence; inhibition, % at 11.8 µM; 0.59% of 350,000 active;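 active means inhibition of the ligand-induced calcium signal above about 50% at the single tested concentration, limit read from the data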
# GalR3 antagonist: GalR3 antagonists in HEK293 cells, primary screen, cell-based, fluorescence readout | AID 651719, 2012 | HEK293 GalR3-CNG cAMP membrane potential fluorescence; galR3 body fused to GalR1 C-terminus | 0.44% of 360,000 active | inhibition, % at 3 µM | Galanin receptor type 3 (Homo sapiens), O60755;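 active means inhibition above the screen-wide average plus 3 SD, cut at about 13% in these data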;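 further: forskolin and galanin both at EC90 stimulate the cells; cAMP rise reported by CNG channel membrane potential dye signal; 0% = forskolin plus galanin with DMSO and 100% = forskolin alone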
# Target sequence (O60755 1-299 limits assumed): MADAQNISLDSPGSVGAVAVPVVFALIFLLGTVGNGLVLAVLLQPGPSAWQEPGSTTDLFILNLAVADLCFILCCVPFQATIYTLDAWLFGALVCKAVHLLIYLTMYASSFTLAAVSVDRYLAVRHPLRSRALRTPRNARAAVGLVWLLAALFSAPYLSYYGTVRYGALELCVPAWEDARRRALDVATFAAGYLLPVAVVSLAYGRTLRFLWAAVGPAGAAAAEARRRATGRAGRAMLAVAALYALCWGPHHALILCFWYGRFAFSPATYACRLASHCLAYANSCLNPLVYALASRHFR
# IDE act: human IDE activators in live cells, primary screen, fluorescence polarization, HEK cells, FAbeta-B substrate; activation, % at 5.96 µM; Insulin-degrading enzyme (Homo sapiens), P14735; 0.073% of 340,000 active; FAbeta-B cleavage; 0% vehicle, 100% cell-free pure enzyme wells; AID 493087, 2011;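 active means activation above the mean of all tested compounds plus 3 SD, set per screening campaign, cut at about 17% in these data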
# HCV NS3 hel inh: inhibitors of HCV NS3 helicase, primary screen, biochemical, Cy5 molecular beacon fluorescence; AID 1800, 2009; Hepatitis C virus NS3 helicase; NS3 helicase DNA unwinding; inhibition, % at 10.9 µM; 0.56% of 290,000 active;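 active means inhibition above the mean of all tested compounds plus 3 SD, set per campaign, cut at about 35% in these data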;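 further: 0% = DMSO wells and 100% = thioflavine S control wells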
#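 Material: hepatitis C virus NS3 helicase domain fragment enzyme; measured by: Cy5 fluorescence, 0 and 60 min reads; control set: DMSO and thioflavine S; incubation: 60 min unwinding reaction at 25 °C after ATP addition; read-out basis: % inhibition from 60/0 min fluorescence ratio, DMSO 0%, thioflavine S 100%; repeats: singlicate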
# VIM-2 inhibitor: VIM-2 metallo-beta-lactamase inhibitors, primary screen, biochemical, epi-absorbance readout, Pseudomonas aeruginosa enzyme. 0.89% of 290,000 active. purified VIM-2, nitrocefin hydrolysis, epi-absorbance fluorescence. inhibition, % at 5.6 µM;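 active means inhibition above the mean of all tested compounds plus 3 SD, cutoff set per screening run, cut at about 7.5% in these data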;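 further: red hydrolysis product quenches plate fluorescence so inhibitors raise well fluorescence; 0% = enzyme with DMSO and 100% = DMSO without enzyme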
# IMP-1 inhibitor: IMP-1 metallo-beta-lactamase inhibitors, primary screen, biochemical, epi-absorbance readout, Pseudomonas aeruginosa enzyme. metallo-beta-lactamase IMP-1 (Pseudomonas aeruginosa). purified IMP-1, nitrocefin hydrolysis, epi-absorbance fluorescence. 0.45% of 290,000 active. inhibition, % at 5.6 µM;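 active means inhibition above the mean plus 3 SD of all compounds in the same screening run, cut at about 4.5% in these data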;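 further: 0% = IMP-1 with DMSO and 100% = DMSO wells lacking enzyme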
#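 Material – recombinant IMP-1 enzyme, purified · Amount – IMP-1 0.2 nM before substrate addition · Medium – HEPES buffer pH 7.1 with ZnSO4 and Brij 35 · Timing – 25 °C, 15 min preincubation, 25 min reaction · Measured by – plate fluorescence quenching by hydrolysis product, ex 480/em 530 nm · Read-out – percent enzyme inhibition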
# * = called active by the depositor; x = no result given.
SMILES,SUMO HTRF inh,IDE cell inh,pCIP destab,CRFR2-BP antag,GalR3 antagonist,IDE act,HCV NS3 hel inh,VIM-2 inhibitor,IMP-1 inhibitor
O=C(CC1CCCCC1)N1CCN(c2ccccn2)CC1,1,0,5,19,0,2,-7,-2.0,-0.5
COCCNCCCOc1ccc(C)cc1Br,0,2,-2,-23,-5,1,-1,-0.6,-3.0
CCOC(=O)c1cc(CC)sc1/N=C/C1=C(O)CCCC1=O,12,2,2,25,-6,2,-7,0.1,-0.7
CCOc1ccc(N(CC(=O)NCCSCc2ccc(Cl)cc2)S(C)(=O)=O)cc1,-22,0,8,-9,-4,5,-19,1.4,-1.1
O=C(c1cccc(C(F)(F)F)c1)C1CCCN(C(=O)CCCN2CCCC2=O)C1 (stereo not drawn),14,4,-15,-6,-5,-10,1,-0.7,-1.5
CCOC(=O)c1c(N)sc(C(O)(C(F)(F)F)C(F)(F)F)c1-c1ccc(OC)cc1OC,17,-1,19,28,-2,-3,-3,-3.5,-3.5
CCOc1ccc2nc(NC(=O)CSCC(=O)Nc3cc(C)on3)sc2c1,x,-2,x,4,-6,6,x,x,x
CCN(CC)S(=O)(=O)c1ccc(C(=O)NCc2n[nH]c(=S)n2Cc2ccccc2)cc1,-12,4,7,-21,x,-3,-1,1.3,-0.4
CSCC[C@H](NC(=O)[C@H]1N2C(=O)c3ccccc3C2SC1(C)C)C(=O)NCc1ccncc1 (stereo partly drawn),10,-1,-32,3,-6,2,7,0.1,-1.3
COc1cccc(C(=O)NCCS(=O)(=O)NCc2ccc(Cl)cc2)c1,x,-1,x,7,0,2,x,x,x
CCN(CC)S(=O)(=O)c1ccc(NC(=O)COC(=O)c2ccc(Br)o2)cc1,-24,4,7,-35,2,-1,-3,-3.7,-3.7
N#Cc1cc2c(nc1SC1CCCCC1O)CCCC2 (stereo not drawn),15,6,4,10,-4,3,-5,4.9,-0.8
c1ccc(-c2nc3nc4ccccc4nc3n2Cc2ccco2)cc1,17,8,-4,1,-6,2,3,1.2,-2.9
CCCN(C(=O)c1ccc(N2CCCC2=O)cc1)c1c(N)n(Cc2ccccc2)c(=O)[nH]c1=O,x,0,x,-5,-5,0,x,x,x
Cc1cc(SCNC(=O)c2ccccc2)nc(C(C)C)n1,9,-8,-5,2,-5,-6,7,-4.6,-3.6
O=[N+]([O-])c1ccc(N2CCN(S(=O)(=O)c3ccc4ccccc4c3)CC2)cc1NCC1CCCO1 (stereo not drawn),-17,-1,9,-17,0,4,53*,-1.7,-1.7
CCOC(=O)C1=C(C)Nc2ccccc2N=C1NC(=O)c1ccc(Cl)c(S(=O)(=O)N2CCCC2)c1,-24,-1,-1,-1,1,-1,-5,-2.2,-2.5
CCOc1ccc(C(CC(=O)O)n2cnnn2)cc1 (stereo not drawn),3,0,5,-21,-5,2,-5,-4.7,-2.8
COc1ccc(N2CCN(C(=O)C3CCCN3S(=O)(=O)c3cccc4nsnc34)CC2)cc1 (stereo not drawn),13,-2,-9,7,x,-1,-3,-2.5,-1.7
Cc1cc(C)cc(NC(=O)c2nccnc2C(=O)O)c1,21,-5,-10,9,2,3,-2,-1.1,-1.8
Cc1cc2oc(=O)cc(C)c2c(=O)o1,1,2,-4,3,-1,-1,3,-2.5,-3.1
O=C(COC(=O)CNC(=O)c1ccc(Cl)c([N+](=O)[O-])c1)NC(=O)c1ccccc1,-4,-8,9,8,-4,4,6,1.0,-0.5
CC(=O)N1N=C(c2ccncc2)OC12CCCCC2,27,3,-1,-2,0,1,-3,-3.8,-2.1
O=C(Nc1ccc(NC(=O)c2ccc(Cl)c(S(=O)(=O)N3CCOCC3)c2)cc1)c1ccccc1,12,0,-11,-4,-3,-2,6,0.5,1.2
Cc1cc(C)n2nc(C(F)(F)F)c(-c3ccccc3)c2n1,13,5,-17,9,-5,-3,1,-2.1,-2.4

# Reprinted at random: four records from the list, in no set order.
SMILES,SUMO HTRF inh,IDE cell inh,pCIP destab,CRFR2-BP antag,GalR3 antagonist,IDE act,HCV NS3 hel inh,VIM-2 inhibitor,IMP-1 inhibitor
COc1ccc(N2CCN(C(=O)C3CCCN3S(=O)(=O)c3cccc4nsnc34)CC2)cc1 (stereo not drawn),13,-2,-9,7,x,-1,-3,-2.5,-1.7
Cc1cc2oc(=O)cc(C)c2c(=O)o1,1,2,-4,3,-1,-1,3,-2.5,-3.1
O=[N+]([O-])c1ccc(N2CCN(S(=O)(=O)c3ccc4ccccc4c3)CC2)cc1NCC1CCCO1 (stereo not drawn),-17,-1,9,-17,0,4,53*,-1.7,-1.7
CCN(CC)S(=O)(=O)c1ccc(NC(=O)COC(=O)c2ccc(Br)o2)cc1,-24,4,7,-35,2,-1,-3,-3.7,-3.7

# The listing continues.
SMILES,SUMO HTRF inh,IDE cell inh,pCIP destab,CRFR2-BP antag,GalR3 antagonist,IDE act,HCV NS3 hel inh,VIM-2 inhibitor,IMP-1 inhibitor
CCOc1ccccc1-c1nnc(SCC(=O)NC2CC3CCC2C3)n1CC (stereo not drawn),10,2,1,-7,-5,1,0,-0.9,-1.7
O=C(CCC(=O)c1ccc(Oc2ccccc2)cc1)Nc1cccc(Cl)c1Cl,-4,-3,12,-3,-5,4,-5,0.6,-1.0
COc1ccc(/C=C/C(=O)NC2CCN(Cc3ccccc3)CC2)cc1OC,22,4,-12,11,-6,-2,-3,-0.4,-2.6
O=C(CNC(=O)c1ccccc1F)NCCOc1ccccc1Cl,14,2,-8,10,-5,3,8,-0.3,-2.7
COc1cccc(C2C3=C(CCCC3=O)Nc3[nH]n(-c4ccccc4)c(=O)c32)c1 (stereo not drawn),8,3,-13,17,-4,0,-1,-3.9,-2.6
COc1ccc(NC(=O)COC(=O)CC2CC3CCC2C3)c([N+](=O)[O-])c1 (stereo not drawn),-10,1,-5,-44,-5,2,-5,-1.7,-3.8
CC(=O)Nc1cc(C)nn1-c1nc2ccccc2s1,14,2,2,-4,1,-4,6,2.7,-3.5
CC(=O)Nc1ccc(S(=O)(=O)NCCC(=O)NCCOc2ccccc2)cc1,x,-3,x,-5,-7,6,x,x,x
Cc1ccc(NC(=S)NNC(=O)CSc2nnc(-c3ccc(Cl)cc3)n2C2CCCCC2)cc1,-91,0,-12,13,-3,3,16,-3.8,-4.2
Cc1ccccc1CN(C)C1CCN(C)CC1,-7,2,10,9,-8,0,-5,-1.0,0.8
Cn1c(=O)c2c(ncn2CC(N)=O)n(C)c1=O,21,1,-19,-34,1,2,-1,-1.0,-2.0
Cc1cccc(CCN(Cc2cc3cccc(C)c3[nH]c2=O)C(=O)N2CCOCC2)c1,13,-4,-8,-23,-4,0,-5,-3.3,-2.1
COc1ccc([N+](=O)[O-])cc1NC(=O)c1cncc(Br)c1,6,-3,-8,7,-6,3,-8,-0.4,-2.5
CC1CCC(NC(=O)c2cc(S(=O)(=O)N(C)C)ccc2N2CCCC2)CC1 (stereo not drawn),x,-5,x,3,-3,3,x,x,x
c1ccc(CNc2cnccn2)cc1,24,0,-9,0,-7,-8,0,1.1,-0.7
COc1ccc(N(C(=O)c2cnsn2)C(C(=O)NC2CCCCC2)c2ccncc2)cc1 (stereo not drawn),1,2,-5,8,-5,2,12,0.5,0.3
COc1ccc(/C=N/NC(=O)CCn2cnc3ccccc32)cc1,0,-3,-4,-6,-3,x,6,-1.8,-2.9
Cc1cccc(N2C(=O)CC(Sc3nc(-c4ccccc4)c4cc(Cl)ccc4n3)C2=O)c1 (stereo not drawn),-36,0,-5,7,3,0,-6,4.8,1.9
Cc1ccc(Cn2nnc3c(=O)[nH]c(C4CCN(S(=O)(=O)Cc5ccccc5)CC4)nc32)cc1,-16,-1,0,8,1,-4,-4,-0.6,-1.5
Cc1ccc(CNC(=O)C2CCC(=O)N2Cc2ccc(C)cc2)cc1 (stereo not drawn),22,1,0,-11,-7,6,-2,-2.5,-0.3
COc1ccc(NC2=Nc3cccc4cccc2c34)cc1OC,-5,-1,3,28,-2,-1,-7,2.3,-0.4
CC(C)Oc1ccc(CNC(=O)C2CCN(C(=O)N3CCOc4ccccc43)CC2)cc1,0,-1,-10,8,x,4,-2,-2.8,-2.7
COc1ccc(C(CNC(=O)Cn2[nH]c(=O)c3ccccc3c2=O)N2CCCC2)cc1 (stereo not drawn),-2,5,4,-12,1,2,3,3.8,-4.0
O=C(c1ccco1)N1CCN(c2ncnc3c2[nH]c2ccc(Br)cc23)CC1,2,x,4,9,-4,-13,-9,1.0,-0.2
Cc1cc(C(=O)OCC(=O)NCc2ccc3c(c2)OCO3)c2ccccc2n1,17,10,0,1,-2,2,-2,-1.1,-1.4
# Remaining list, next part
SMILES,SUMO HTRF inh,IDE cell inh,pCIP destab,CRFR2-BP antag,GalR3 antagonist,IDE act,HCV NS3 hel inh,VIM-2 inhibitor,IMP-1 inhibitor
Cc1ccc(C(C)C)c(OCc2ccc(C(=O)N/N=C/c3ccc(O)c(O)c3)cc2)c1,-17,0,-29,19,-5,5,9,-2.8,-3.8
CC[C@]12c3[nH]c4ccccc4c3CCN1C(=O)C(CC(=O)NC(C)(C)C)C[C@@H]2C(=O)N1CCN(C(=O)C2CC2)CC1 (stereo partly drawn),x,-1,x,-16,-6,2,x,x,x
CCN(CC)C(=O)Cn1cc(SCC(=O)NC2CCCC2)c2ccccc21,-14,3,-1,-1,4,5,0,-2.1,-2.2
COc1cc(C(=O)NNC(=O)c2cccc(Cl)c2)ccc1OCC(=O)N1CCOCC1,x,-3,x,4,-4,1,x,x,x
CC(C)n1c(N2CCN(C(=O)Nc3ccc(Cl)cc3)CC2)nc2ccccc21,10,9,-10,2,-4,1,6,-1.1,-1.3
CC1(C)Cc2c(sc3nn[nH]c(=O)c23)CO1,14,0,1,-27,-3,3,5,-3.2,-3.6
CCS(=O)(=O)n1nc(-c2ccccc2)nc1SCc1ccccc1,-3,-4,-2,17,-3,4,-19,-2.5,-3.6
CCOc1cc2[nH]c(=S)n(Cc3ccc(C(=O)NCCCN4CCOCC4)cc3)c(=O)c2cc1OCC,6,5,2,6,-8,-3,-82,-3.1,-1.0
CC(c1ccco1)N(C(=O)c1ccc(C#N)cc1)c1ccccn1 (stereo not drawn),14,1,-5,3,-3,-1,-7,-0.2,-2.8
Cn1nnc(NC(=O)c2ccccc2F)n1,0,-1,-1,-9,2,3,2,0.1,-2.5
C/C(=N\NC(=O)c1cc(-c2ccc(Br)s2)[nH]n1)c1ccncc1,2,0,-7,-30,-7,3,-13,3.0,-1.4
Cc1cc2cc(NC(=O)c3ccco3)ccc2[nH]1,-12,1,-10,-2,-5,0,9,0.5,-2.7
CCOC(=O)CSc1nnc(-c2ccccc2NC(=O)c2ccccc2)o1,-4,-4,2,14,-3,-1,-1,-1.7,-1.2
